D1 agonist: Allosteric Agonists of the Human D1 Dopamine Receptor: qHTS; HEK293 T-REx D1 cells, calcium flux, agonist mode; activation, % at 2 µM; hit rate 1% among 360,000; in the data active = activation above about 30%; also: 0% is about no effect
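Tetracycline-induced HEK293 TREx D1 cells, force-coupled to calcium signalling, were dye-loaded with a no-wash calcium kit. Compound was pin-added after a 10 s baseline. Fluorescence was read kinetically at 1 cycle/s for 180 s, with calcium rises flagged as agonism.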
Vif-APOBEC3G blk: qHTS for Inhibitors of Vif-A3G Interactions: qHTS. Potency, µM (series often up to 46.1 µM), without a hit: at the highest dose activity, negative = active, usual class: inhibitors. HeLa A3G-eYFP + Vif (tagged APOBEC3G with the HIV-1 protein that degrades it), YFP fluorescence, overnight. hit rate 0.076% among 410,000. DNA dC->dU-editing enzyme APOBEC-3G (Homo sapiens), Q9HC16. AID 602310, 2012;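 also: potency is read from the fitted curve at half-maximal effect; % is scaled to controls: 0 for no effect and ±100 for the full control effect; nearly all actives have a fitted effect of over 60% in size; hits raise eYFP signal because A3G escapes Vif-driven loss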
Target sequence (Q9HC16 whole entry, looked up): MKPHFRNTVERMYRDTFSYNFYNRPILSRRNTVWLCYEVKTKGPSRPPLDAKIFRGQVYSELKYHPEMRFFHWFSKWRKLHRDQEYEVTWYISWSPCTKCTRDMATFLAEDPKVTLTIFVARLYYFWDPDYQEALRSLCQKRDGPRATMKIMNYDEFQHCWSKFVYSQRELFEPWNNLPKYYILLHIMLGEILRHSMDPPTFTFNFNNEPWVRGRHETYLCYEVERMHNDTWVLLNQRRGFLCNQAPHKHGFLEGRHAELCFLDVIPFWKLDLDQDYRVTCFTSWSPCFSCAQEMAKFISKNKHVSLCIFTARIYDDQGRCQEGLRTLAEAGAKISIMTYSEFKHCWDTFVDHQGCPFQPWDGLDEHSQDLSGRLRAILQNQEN
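HeLa cells stably expressing Vif and C-terminally eYFP-tagged A3G, seeded overnight at 37 deg C, then exposed to compound by pintool overnight at 37 deg C. Rise in yellow fluorescence (Ex 488/Em 500-530, Acumen) marks blocked Vif-driven A3G degradation.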
D1 antagonist: Antagonist of Human D 1 Dopamine Receptor: qHTS | hit rate 3.2% among 360,000 | activity change, negative = inhibition, % at 10 µM | HEK293 TREx D1 cells, calcium flux, dopamine EC80; hits give low values | AID 504652, 2011; in the data active = activity change below about -30%; also: % is scaled to controls: 0 for no effect and ±100 for the full control effect
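Using tetracycline-induced force-coupled D1 Hek293 cells and a calcium dye, signals were followed for 180 s after compound, then for 180 s after EC80 dopamine, to detect inhibitors.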
RXFP1 agonist: qHTS Assay for Agonists of the Relaxin Receptor RXFP1; HEK293T-RXFP1 cAMP TR-FRET, 30 min; response scale: percent of porcine relaxin response, buffer zero; Potency, µM (top dose mostly 57.5 µM), for the others: top-dose activation, hits mostly activators; hit rate 0.3% among 370,000; Relaxin receptor 1 (Homo sapiens), Q9HBX9; also: potency is read from the fitted curve at half-maximal effect; % is scaled to controls: 0 for no effect and ±100 for the full control effect; nearly all actives have a fitted effect of over 60% in size; many of its hits are not listed in these tables
Target sequence (Q9HBX9 whole entry, looked up): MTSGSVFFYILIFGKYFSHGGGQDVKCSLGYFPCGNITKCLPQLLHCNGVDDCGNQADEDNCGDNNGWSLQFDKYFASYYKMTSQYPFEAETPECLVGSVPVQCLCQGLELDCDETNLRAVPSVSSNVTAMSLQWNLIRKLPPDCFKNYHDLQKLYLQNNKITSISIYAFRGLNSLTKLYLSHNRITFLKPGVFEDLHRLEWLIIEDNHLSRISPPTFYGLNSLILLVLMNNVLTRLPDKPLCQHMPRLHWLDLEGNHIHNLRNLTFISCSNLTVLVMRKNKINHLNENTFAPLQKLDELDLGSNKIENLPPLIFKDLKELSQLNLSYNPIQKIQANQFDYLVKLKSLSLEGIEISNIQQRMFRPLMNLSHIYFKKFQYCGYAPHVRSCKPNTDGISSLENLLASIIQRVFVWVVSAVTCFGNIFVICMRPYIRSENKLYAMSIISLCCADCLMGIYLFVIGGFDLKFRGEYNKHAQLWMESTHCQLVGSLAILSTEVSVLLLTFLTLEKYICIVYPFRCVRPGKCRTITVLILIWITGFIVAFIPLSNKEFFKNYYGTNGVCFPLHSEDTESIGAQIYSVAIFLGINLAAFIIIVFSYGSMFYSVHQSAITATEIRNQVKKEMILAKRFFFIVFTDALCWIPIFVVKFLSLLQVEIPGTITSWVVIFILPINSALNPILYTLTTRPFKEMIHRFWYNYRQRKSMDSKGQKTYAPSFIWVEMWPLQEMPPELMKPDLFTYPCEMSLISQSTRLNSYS
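HEK293T cells stably expressing RXFP1 were pretreated with the PDE4 inhibitor Ro 20174, exposed to compounds for 30 min at 37C, lysed, and cAMP was read by TR-FRET. Data normalized to buffer (basal) and 29 nM porcine relaxin (100%).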
D2 potentiator: HTS Assay for Positive Allosteric Modulators of the Human D2 Dopamine Receptor: Primary Screen for Potentiators; D(2) dopamine receptor (Homo sapiens), P14416; HEK293 T-REx D2, calcium flux, EC20 dopamine potentiation; potentiation, % at 10 µM; hit rate 0.34% among 340,000; AID 485347, 2010;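 active = potentiation over 3 SD above the plate norm, cut at about 30% in these data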; also: 0% is about no effect
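Primary screen. Calcium kinetics in induced HEK293 T-REx D2 cells: compound pre-addition 180 s, EC20 dopamine, 180 s more.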
LDHA inh: qHTS assay for inhibitors of human lactate dehydrogenase | purified LDHA, NADH/diaphorase-resazurin fluorescence; hits give low values | activity change, % (values are at about 110 or 230 µM) | L-lactate dehydrogenase A chain (Homo sapiens), P00338 | hit rate 0.15% among 480,000; in the data active = activity change below about -30%; inconclusive = mostly about -25% to -30%;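 also: plate controls were DMSO wells for no effect and wells without enzyme for full effect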
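LDH5 2 nM; NADH 0.06 mM, pyruvate 0.2 mM; 200 mM Tris pH 7.4, EDTA, Tween-20; 5 min RT. Detection: diaphorase 0.133 mg/mL + resazurin 37 µM, fluorescence ex540/em590 at 0 and 20 min; normalized to enzyme-free and DMSO wells.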
Glioma ERSR ind: qHTS for Inducers of the Endoplasmic Reticulum Stress Response (ERSR) in Human Glioma: qHTS | U87-MG GRP78 promoter luciferase reporter, 16 h | Potency, µM, without a hit: at the highest dose activation, usual class: activators | hit rate 0.02% among 420,000; also: potency is read from the fitted curve at half-maximal effect; series mostly up to about 76 µM; % of control where 0% means no effect; nearly all actives have a fitted effect of over 35% in size
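Stably transfected U87-MG human glioma cells carrying a GRP78-based luminescent sensor were seeded at 1000 cells/well, pin-dosed with compounds and incubated 16 h. Luciferase reagent was then added, and end-point luminescence was read after 10 min at room temperature.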
Vif-A3F inh: qHTS for Inhibitors of Vif-A3F Interactions: qHTS | Potency, µM (top dose mostly 46.1 µM), inactives show at the highest dose activity, negative = active | HeLa A3F-eYFP + Vif (tagged APOBEC3F with the HIV-1 protein that degrades it), YFP fluorescence increase | hit rate 0.2% among 390,000 | AID 602313, 2012; also: potency is read from the fitted curve at half-maximal effect; % of control where 0% means no effect; nearly all actives have a fitted effect of over 65% in size
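Fluorescence increase (Ex 488/Em 500-530) after overnight compound treatment at 37 deg C flags inhibition of Vif-driven A3F-eYFP loss in stable HeLa A3F-eYFP/Vif cells seeded overnight beforehand.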
D1 potentiator: Potentiators of Human D1 Dopamine Receptor: qHTS | D(1A) dopamine receptor (Homo sapiens), P21728 | AID 504651, 2011 | hit rate 0.036% among 360,000 | potentiation, % at 10 µM | HEK293 TREx D1 cells, calcium flux, dopamine EC20 potentiation; in the data active = potentiation above about 30%; also: 0% is about no effect
An asterisk follows results filed as active; ? = inconclusive; . = not tested or not shown. Unless noted, calls follow the shape of the dose curve; as a rule, active = well fitted curve in the direction sought with a large enough effect; inconclusive = small, poorly fitted or top-dose-only effect, or another doubt; inactive = no such curve, though single readings can be large; an effect the other way counts as inactive or inconclusive. Not all compounds are listed; the hit share may differ from the screen's.

SMILES | D1 agonist | Vif-APOBEC3G blk | D1 antagonist | RXFP1 agonist | D2 potentiator | LDHA inh | Glioma ERSR ind | Vif-A3F inh | D1 potentiator
CCn1cc(C(=O)N2CCc3ccccc3C2)c(=O)c2cc(S(=O)(=O)N3CCCCC3)ccc21 | 0 | . | 22 | 0.4% | -21 | . | . | . | -2
Cc1cc(C)nc(SCC(=O)OC(C)C(=O)Nc2ccccc2)n1 (centres undefined) | 0 | 0% | 1 | 0.1% | -3 | -3 | -5% | 3% | -9
O=C(CCCN1C(=O)NC2(CCCC2)C1=O)Nc1ccc(F)cc1 | 0 | 3% | -38* | -0.5% | 12 | -2 | -2% | 4% | -7
CC1CCCCC1NC(=O)/C=C/c1nc2ccccc2s1 (centres undefined) | 0 | 0% | -11 | 4.5% | -4 | -3 | 7% | 0% | -4
Cn1c(Cc2ccccc2)nnc1SCC(=O)Nc1ccccc1 | 1 | 0% | -12 | 3.7% | 2 | -6 | 5% | 9% | -3
COc1ccc2nc(N(Cc3ccccc3)C(=O)CCNC(C)=O)sc2c1 | 3 | ? | -6 | 0.1% | -13 | -2 | 0% | -23% | 17
CCOC(=O)c1ccc(NC(=O)COc2ccc(S(=O)(=O)NC(C)CC)cc2)cc1 (centres undefined) | 17 | 0% | -38* | -0.9% | 8 | -11 | -5% | 6% | -2
Cc1ccccc1OCC(=O)NCC(C)(C)N1CCOCC1 | 5 | -1% | 25 | -0.3% | 5 | -9 | 0% | -6% | -3
COc1cc(C(c2nnnn2C2CCCC2)N2CCN(C)CC2)cc(OC)c1OC (centres undefined) | 3 | 0% | -9 | -0.4% | -5 | -8 | -6% | -1% | 4
CCN1C(=O)[C@H]2[C@@H](c3ccc(-c4ccc(Cl)c(Cl)c4)cc3)N3CCCC[C@@]3(C(=O)OC)[C@H]2C1=O | 7 | 1% | 0 | 0.6% | 1 | 0 | -5% | -8% | 2
CCc1c(O)nc(SCC(=O)Nc2ccc(OC)cc2)n(C2CCCCC2)c1=O | 2 | -5% | -13 | -0.7% | 11 | -7 | 0% | -18% | -21
CN1CCN(c2cc3c(cc2F)c(=O)c(C(=O)O)cn3CCF)CC1 | 0 | -4% | -4 | -0.1% | 10 | 5 | -3% | -8% | -2
COc1ccc(N2CCN(C(=O)CSc3nnc(-c4cc5ccccc5cc4O)n3C)CC2)cc1 | 7 | 1% | 0 | 0.9% | -7 | 10 | -1% | -1% | -6
COc1cccc(CNC(=O)C2CC(=O)N(c3ccc4c(c3)OCCO4)C2)c1 (centres undefined) | 0 | 0% | 0 | -0.2% | 15 | -5 | -5% | -13% | -5
COc1ccc(NC(=O)CN(C)C(=O)c2cn(-c3ccccc3)nc2-c2ccc(Cl)cc2)cc1 | 8 | -13% | -5 | -1.6% | . | -1 | -3% | -13% | -8
O=C(COC(=O)c1cnccn1)NCc1ccc(Cl)cc1 | 0 | 6% | -10 | 0.8% | 0 | -8 | -6% | 1% | 1
Cc1cc(C(=O)OCC(=O)Nc2cccc(S(=O)(=O)N(C)C)c2)c2ccccc2n1 | 10 | -1% | -9 | -1.6% | 9 | -5 | -5% | 13% | 1
CCOc1ccc(OCC)c(S(=O)(=O)NCc2ccccn2)c1 | 2 | -1% | 9 | 1.3% | 7 | -2 | -4% | -3% | 0
CN1CCN(S(=O)(=O)c2ccc(F)cc2)CC1 | . | -1% | . | . | . | -2 | -4% | 0% | .
O=S(=O)(c1ccc(Cl)c(S(=O)(=O)N2CCCC2)c1)N1CCCC1 | 0 | -1% | 1 | 0.5% | 8 | -7 | -2% | 11% | 4
Cc1ccccc1NC(=O)c1cccc(S(=O)(=O)N2CCCCC2)c1 | 5 | -1% | 2 | 0.5% | -1 | -2 | -5% | 4% | -11
O=C(CSc1nnc(NC(=O)c2cccc(Br)c2)s1)NCC1CCCO1 (centres undefined) | 2 | -3% | -13 | 6.5% | 16 | -3 | ? | -1% | -8
CNC(=O)C1CCC(Cn2c(=O)c3sccc3n(CC(=O)Nc3cc(C)cc(C)c3)c2=O)CC1 (centres undefined) | 0 | 2% | -5 | 4.2% | 11 | -2 | -4% | -4% | -5
Cc1ccc(C(=O)Nc2ccc(C)c(S(=O)(=O)N(C)C)c2)s1 | -2 | -8% | 8 | 1.2% | -16 | -6 | 4% | -9% | 0
Cc1ccc(OC(C)C(=O)Nc2nonc2-c2ccc(Br)cc2)cc1C (centres undefined) | -1 | . | 3 | -2.2% | 7 | 0 | . | . | -3
SMILES | D1 agonist | Vif-APOBEC3G blk | D1 antagonist | RXFP1 agonist | D2 potentiator | LDHA inh | Glioma ERSR ind | Vif-A3F inh | D1 potentiator
CCOc1cccc(-c2c(C(=O)N/N=C(\C)c3ccccn3)nnn2-c2nonc2N)c1 | 1 | -16% | 6 | -0.1% | 0 | 2 | -6% | 13% | 9
Nc1ccc2nc3n(c(=O)c2c1)CCC3 | 2 | -1% | 4 | 3.5% | 3 | 3 | -4% | 0% | 0
Cc1ccccc1-n1ccnc1SCC(=O)O | 4 | -1% | 9 | -0.5% | -2 | -3 | -6% | -4% | 0
COc1cccc(/C=N/n2c(SC)nnc2-c2ccccc2)c1OC | 0 | -6% | 9 | 3.3% | 8 | -5 | -1% | 1% | 1
N=c1ccn(Cc2c(Cl)cccc2Cl)cc1 | 1 | 4% | 4 | 0.6% | -6 | -8 | -4% | 6% | -9
CCOC(=O)C1(Cc2ccccc2C(F)(F)F)CCN(CCCn2cccn2)CC1 | 8 | 4% | 0 | 3.3% | -22 | -2 | -2% | -21% | -2
O=C(C[C@@H]1C/C=C\CCC(=O)OC[C@@H]2CCCN2C1=O)N[C@H](CO)Cc1ccccc1 | . | 3% | . | . | . | 0 | -5% | 8% | .
COc1ccc(N2C(=O)CCSC23C(=O)N(Cc2ccc(F)cc2)c2ccccc23)cc1Cl (centres undefined) | 7 | 5% | 7 | -0.1% | 6 | 4 | 0% | 0% | -1
O=C(OCC1CCNCC1)c1ccc2c(c1)OCO2 | 4 | 4% | 5 | 1.6% | -4 | 1 | -3% | -4% | -5
CCS(=O)(=O)c1ccc(C(=O)Nc2ccccc2OC)c(Cl)c1Cl | 2 | 2% | -4 | 0.5% | 0 | -10 | 0% | -1% | 0
Cc1ccc(S(=O)(=O)Nc2cccc3c2O[C@@H](CN(C)C(=O)Nc2ccc4c(c2)OCO4)[C@H](C)CN([C@@H](C)CO)C3=O)cc1 | . | 0% | . | . | . | -1 | -4% | 9% | .
CCC1(C)Cc2c(sc3c2c(=O)n(C)c2nnc(SCCc4ccccc4)n32)CO1 (centres undefined) | 0 | -2% | 8 | 1.8% | 3 | -2 | -5% | . | 4
C[C@@H]1Cn2cnc(C(=O)Nc3cccc(Cl)c3)c2C(=O)N1 | . | 0% | . | . | . | -1 | 0% | 13% | .
CCN(CC)CCCNC(=O)c1ccc(CS(=O)(=O)c2ccccc2OC)o1 | 5 | 2% | 19 | 3.8% | -3 | 3 | -2% | -5% | -7
COc1ccc(CC(=O)Oc2ccc(Cl)cc2Br)cc1S(=O)(=O)N1CCOCC1 | 5 | 1% | -22 | 1.6% | -9 | -6 | -6% | 5% | 6
CS(=O)(=O)N(CC(=O)N1CCCC1)c1cc(C(F)(F)F)ccc1Cl | 1 | 4% | 4 | -2.2% | 10 | -9 | 0% | 6% | 3
CCNC(=S)N1CCN(S(=O)(=O)c2ccc(Cl)s2)CC1 | . | -3% | . | . | . | 1 | -6% | 10% | .
COC(=O)c1ccc(NS(=O)(=O)c2ccccc2)o1 | 5 | -4% | -33* | -1.2% | -4 | -8 | 1% | -5% | -6
O=C1/C(=C/c2ccc(F)c(F)c2)CSc2sccc21 | 2 | -12% | 11 | 0.5% | 10 | -6 | 4% | 7% | -2
N#C/C(=C\c1ccc(F)c(F)c1)C(=O)NC1CCCCC1 | 1 | -1% | -1 | 0.0% | -16 | -6 | -2% | -10% | 1
Cc1cccnc1NC(=O)c1cccc(NC(=O)CC2SC(N3CCCCC3)=NC2=O)c1 (centres undefined) | 6 | 1% | 30 | -2.1% | -1 | -12 | -2% | -4% | 1
CCn1c(SCc2ccc(C(=O)O)cc2)nnc1-c1ccc(Cl)cc1 | 0 | -4% | 11 | -0.6% | 1 | -5 | -3% | 6% | -4
C/C(=N\NC1=NCCN1)c1ccc(N)c([N+](=O)[O-])c1 | 1 | 2% | 12 | -2.3% | -20 | -5 | 0% | 3% | 0
CCOc1ccc(N(CC(=O)Nc2ccccc2OC)S(=O)(=O)c2ccccc2)cc1 | 3 | ? | -1 | 1.6% | 11 | -6 | -2% | -7% | -4
COc1ccc(CCNC(=O)CCCn2c(=O)[nH]c3cc(OC)c(OC)cc3c2=O)cc1OC | 2 | 0% | 5 | -0.4% | 9 | -1 | -1% | 3% | 9
Cc1cccc(-n2nnc3cnn(C)c3c2=O)c1 | 3 | -1% | 7 | 1.5% | 10 | -4 | -2% | 0% | -3

Reformatted with values under each structure: part of the list above
Screens in order – D1 agonist, Vif-APOBEC3G blk, D1 antagonist, RXFP1 agonist, D2 potentiator, LDHA inh, Glioma ERSR ind, Vif-A3F inh, D1 potentiator
> Cc1ccc(S(=O)(=O)Nc2cccc3c2O[C@@H](CN(C)C(=O)Nc2ccc4c(c2)OCO4)[C@H](C)CN([C@@H](C)CO)C3=O)cc1
    ., 0%, ., ., ., -1, -4%, 9%, .
> CCC1(C)Cc2c(sc3c2c(=O)n(C)c2nnc(SCCc4ccccc4)n32)CO1 (centres undefined)
    0, -2%, 8, 1.8%, 3, -2, -5%, ., 4
> C[C@@H]1Cn2cnc(C(=O)Nc3cccc(Cl)c3)c2C(=O)N1
    ., 0%, ., ., ., -1, 0%, 13%, .

Bioassay records (PubChem)
